Rac1 GTP hydrolysis: MgcRacGAP GTPase-activating activity inhibitors, confirmation, biochemical, ADP Hunter fluorescence; Rac GTPase-activating protein 1 (Homo sapiens); MgcRacGAP-stimulated Rac1 GTP hydrolysis, ADP Hunter fluorescence; higher % means a stronger effect; GST-tagged Rac1 F28L mutant substrate; one-dose inhibition, % at 30 µM; IC50 in µM for titrated hits; 340,000 compounds, 0.6% hits;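 active means first-screen hits whose inhibition reached a set limit at any dose in the follow-up dose series; inconclusive means inhibition above the set first-screen limit but never retested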;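 further: fluorescence reports GDP produced by GAP-driven GTP hydrolysis; strong numbers were not always called active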
Myeloid diff MLP: induction of myeloid progenitor differentiation, primary screen, cell-based, flow cytometry, MLPCN library. ER-HoxA9 myeloid progenitors, lysozyme-GFP differentiation. calls only at 10 µM. 360,000 compounds, 1% hits. AID 624256, 2012;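 active means normalized GFP-positive differentiation at or above the plate's own cutoff, the solvent-only control mean plus 3 SD; inconclusive means no clear call, values can overlap the other calls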;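 further: cells exposed to compound for four days before flow analysis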
Myeloid diff MLP GFP+ MAC1+ %: second read-out of Myeloid diff MLP, no call of its own (marks repeat the call); GFP+ MAC1+ double positive, %; measured here: differentiation confirmed by MAC1 staining
* hit, by the source's call; i = inactive; ? = inconclusive; · = no result given; + = active, no number.

item | molecule | Myeloid diff MLP | Rac1 GTP hydrolysis | Myeloid diff MLP GFP+ MAC1+ %
1 | Cc1ccc(S(=O)(=O)NCCCNS(=O)(=O)c2ccccc2Br)cc1 | i | 0.1% | 0.5
2 | CC[C@]12c3[nH]c4ccc(OC)cc4c3CCN1C(=O)C(CC(=O)NCCC1=CCCCC1)C[C@@H]2C(=O)N1CCN(C(=O)C2CC2)CC1 (stereo partly specified) | i | 9.7% | 0.1
3 | COc1cc(S(=O)(=O)N2CCN(C(=O)c3cccs3)CC2)ccc1NC(C)=O | i | 10.0% | 3.4
4 | CC(C)(C)S(=O)N1Cc2cc(CO)ccc2[C@@H]1CCO (stereo partly specified) | i | 2.3% | 0.3
5 | Cc1ccc(-c2ccc(CN3C(C(C)C)C(=O)N(Cc4cn(CC5CCCCC5)nn4)CCS3(=O)=O)cc2)cc1 (stereo unspecified) | i | 8.8% | 0.3
6 | CCCCCCNC(=O)O[C@H]1C[C@H](C(=O)OC)[C@H](C(=O)OC)C2CN(S(=O)(=O)c3ccc(C)cc3)C[C@@]21O (stereo partly specified) | i | 10.2% | 0.7
7 | COc1ccc(C=CC(=O)c2ccc(OCc3ccccc3)c(OC)c2)cc1OC | i | -2.8% | 1.2
8 | Cc1cc(-c2nnn(CCCOC(C)(C)C)c2C)ccc1-c1cn(CCCOC(C)(C)C)nn1 | i | 10.8% | 0.9
9 | O=C1CC(c2ccccc2)C(=O)N2C(=O)CC(c3ccccc3)C(=O)N12 (stereo unspecified) | i | 3.3% | 1.2
10 | O=C(O)c1ccccc1NC(c1ccccc1)c1ccc2cccnc2c1O (stereo unspecified) | i | -0.5% | 0.7
11 | CCCCNC1(C#N)CCN(Cc2ccccc2)CC1 | i | 8.0% | 2.1
12 | Cc1oc(-c2ccccc2)nc1C(=O)OCC(=O)NCc1ccc(F)cc1 | i | 4.1% | 2.4
13 | Cc1cn([C@H]2C[C@H](O)[C@@H](CCC(=O)NCc3ccccc3)O2)c(=O)[nH]c1=O | i | 9.4% | 0.7
14 | Cc1ccc(NC(=O)COC(=O)C2(C)CC2(Cl)Cl)cc1S(=O)(=O)N1CCOCC1 (stereo unspecified) | i | 0.6% | 0.9
15 | O=C(Nc1cccc(Br)c1)C1CC(=O)N(C2CCCC2)C1 (stereo unspecified) | i | 1.3% | 0.7
16 | C=C1c2cccc(OC)c2O[C@H](C(=O)OCC)[C@@H]1CCCCCC | i | 13.1% | 1.3
17 | O=c1[nH]c(=S)[nH]cc1Oc1ccc(Br)cc1Br | i | 0.1% | 0.9
18 | Cc1cc(CN2CCN(CC(=O)Nc3cc(Cl)ccc3-n3cncn3)CC2)no1 | i | 5.2% | 1.7
19 | Cc1[nH]c(=O)n(C(C)C)c(=O)c1Br | i | -2.3% | 0.9
20 | CCOc1cc(N2CCOCC2)c(OCC)cc1NS(=O)(=O)c1ccc2c(c1)CC(=O)N2 | i | 13.9% | 1.1
21 | N#Cc1cc2cc3c(cc2nc1Cl)OCCO3 | i | 9.4% | 0.7
22 | CC(C)(C)c1ccc(C(=O)C2CC2)cc1 | i | 10.5% | 0.3
23 | C[C@H](O)[C@@H]1CN2CCc3c([nH]c4ccccc34)[C@@H]2C[C@@H]1N(C)C(=O)Nc1cc(Cl)cc(Cl)c1 | i | 21.7% | 1.6
24 | Cc1c(-c2ccccc2)n(O)[n+]([O-])c1-c1ccccc1 | i | 13.3% | 1.0
25 | Cc1cc(C)c2c(c1C)C(=O)CCC2 | i | 1.5% | 1.2
26 | Cn1c(=O)c(-c2ccccc2)cc2ccccc21 | i | 0.8% | 1.0
27 | O=C(Nc1ccc(N2CCCC2)c(Cl)c1)c1ccccc1F | i | 6.7% | 0.8
28 | Nc1ccc(S(=O)(=O)c2ccc(NC(=O)c3cccnc3)cc2)cc1 | i | 6.9% | 0.5
29 | O=C(C[C@H]1C[C@H](C(=O)N2CCOCC2)[C@@]2(CCC3CCCC3)c3[nH]c4cc(-c5ccco5)ccc4c3CCN2C1=O)NCc1cccc(C(F)(F)F)c1 | i | 7.1% | 2.3
30 | CC(C)(C)c1nnc2sc(SCC(O)=C(C#N)c3nc4ccccc4[nH]3)nn2c1=O | i | 5.7% | 1.7
31 | COc1ccc2[nH]cc(CCNC(=O)Cn3cc(C)c(=O)[nH]c3=O)c2c1 | i | 6.8% | 0.3
32 | CCN(CC(=O)Nc1ccc(NC(C)=O)cc1)C(=O)c1ccc(Sc2nncn2C)c([N+](=O)[O-])c1 | i | 10.3% | 0.9
33 | C#CCOCCOCCOCCNc1nc(N2CCN(C(=O)Cn3cc(CCO)nn3)CC2)nc(N2CCN(C(=O)Cn3cc(CCCN=C(N)N)nn3)CC2)n1 | i | -2.4% | 1.5
34 | C[C@H]1CN([C@@H](C)CO)C(=O)CCCn2cc(nn2)CO[C@@H]1CN(C)S(=O)(=O)c1ccc(Oc2ccccc2)nc1 | + | 4.2% | 2.1*
35 | OCCCNc1ncnc2[nH]ncc12 | i | -3.2% | 1.0
36 | Cc1cc(NC(=O)NC(=O)c2ccccc2NC(=O)C(C)N)ccc1Oc1ncc(Br)cn1 (stereo unspecified) | ? | 3.6% | ·
37 | COc1ccc(-c2cc(C(=O)N3CCCCCC3)c3ccccc3n2)cc1 | i | 7.0% | 0.5
38 | O=C(CCCn1c(=S)[nH]c2ccsc2c1=O)Nc1ccc(F)cc1 | i | 9.8% | 1.9
39 | CCn1c(SCC(=O)N2CCC(C)CC2)nc2c([nH]c3ccccc32)c1=O | i | -1.2% | 0.6
40 | O=C(OCc1cn([C@@H]2CN(C(=O)c3cccs3)[C@@H](c3ccc(Cl)cc3)C[C@H]2O)nn1)c1ccccc1 | i | 14.4% | 1.4
41 | O=C1/C(=C\c2ccc(Cl)cc2)CCC1CNc1ccc(Cl)cc1 (stereo unspecified) | + | 6.8% | 7.9*
42 | OC(Cc1cccc(C=NN2CCOCC2)n1)(C(F)(F)F)C(F)(F)F | i | 5.3% | 0.7
43 | CN(CC(=O)Nc1ccccc1C(=O)NC1CC1)Cc1ccccc1F | i | 2.5% | 0.4
44 | C=CCOc1cccc(C2C(C(=O)c3ccc(C)o3)=C(O)C(=O)N2CCN2CCOCC2)c1 (stereo unspecified) | i | -5.7% | 1.0
45 | OCCN1CCN(CCCN2c3ccccc3CCc3ccccc32)CC1 | i | 10.3% | 0.9
46 | CCCCN1C(=O)C(CC(=O)NC2CC2)CC(C(=O)N2CCOCC2)=C1C (stereo unspecified) | i | 12.6% | 0.2
47 | CC1C(=O)N(Cc2cn(Cc3ccco3)nn2)CCS(=O)(=O)N1Cc1ccc(-c2cccc(N(C)C)c2)cc1 (stereo unspecified) | i | 10.0% | 0.4
48 | ON=C1c2ccccc2-c2ccc(O)cc21 | i | 23.6µM* | 0.9
49 | CC(=O)Nc1ccc(C(=O)OCC(=O)NCCC2=CCCCC2)cc1 | i | -1.1% | 0.4
50 | O=C(CCNC(=O)N1CC(=O)Nc2ccccc21)NCc1ccc(Cl)cc1 | i | 3.4% | 0.2
51 | O=C(CCNS(=O)(=O)c1ccc(OC(F)(F)F)cc1)N1CCCC1 | i | 3.4% | 0.5
52 | COc1ccc(NC(=O)NC[C@@H]2CC[C@@H](Cc3ccc(-c4ccccc4)cc3)O2)cc1 | i | 8.9% | 1.0
53 | O=C1c2ccccc2C(=Cc2cccnc2)c2ccccc21 | i | 9.7% | 0.5
54 | C[C@H]1CN(S(=O)(=O)C(C)(C)C)[C@H](CCO)/C1=C\c1ccccc1 | i | 3.7% | 0.7
55 | CCCCCC(=O)N1C[C@H](n2cc(-c3ccc(F)cc3)nn2)[C@@H](O)C[C@@H]1c1ccc(OC)cc1 | i | 13.7% | 1.4
56 | CCCc1cc2c(cc1N(C)S(=O)(=O)c1ccccc1)OCO2 | i | -0.8% | 2.1
57 | CC(=O)Nc1ccc(C(=O)OCC(=O)NC(=O)NCc2ccccc2)cc1 | i | 8.5% | 0.6
58 | Cc1c(C(=O)N2CCN(C3CCS(=O)(=O)C3)CC2)oc2ccc(Cl)cc12 (stereo unspecified) | i | 3.7% | 0.1
59 | COc1ccc2[nH]c3c(c2c1)CCN1C(=O)C(CC(=O)NCCCN(C)C)C[C@H](C(=O)N2CCCCC2)[C@@]31C (stereo partly specified) | i | 8.3% | 0.5
60 | COCCn1c(SCC(=O)Nc2cc(C)on2)nc2c([nH]c3ccccc32)c1=O | i | 7.2% | 0.5

Arranged by count of non-hydrogen atoms (descending): 13 of the compounds above
item | molecule | Myeloid diff MLP | Rac1 GTP hydrolysis | Myeloid diff MLP GFP+ MAC1+ %
47 | CC1C(=O)N(Cc2cn(Cc3ccco3)nn2)CCS(=O)(=O)N1Cc1ccc(-c2cccc(N(C)C)c2)cc1 (stereo unspecified) | i | 10.0% | 0.4
6 | CCCCCCNC(=O)O[C@H]1C[C@H](C(=O)OC)[C@H](C(=O)OC)C2CN(S(=O)(=O)c3ccc(C)cc3)C[C@@]21O (stereo partly specified) | i | 10.2% | 0.7
32 | CCN(CC(=O)Nc1ccc(NC(C)=O)cc1)C(=O)c1ccc(Sc2nncn2C)c([N+](=O)[O-])c1 | i | 10.3% | 0.9
30 | CC(C)(C)c1nnc2sc(SCC(O)=C(C#N)c3nc4ccccc4[nH]3)nn2c1=O | i | 5.7% | 1.7
60 | COCCn1c(SCC(=O)Nc2cc(C)on2)nc2c([nH]c3ccccc32)c1=O | i | 7.2% | 0.5
45 | OCCN1CCN(CCCN2c3ccccc3CCc3ccccc32)CC1 | i | 10.3% | 0.9
43 | CN(CC(=O)Nc1ccccc1C(=O)NC1CC1)Cc1ccccc1F | i | 2.5% | 0.4
49 | CC(=O)Nc1ccc(C(=O)OCC(=O)NCCC2=CCCCC2)cc1 | i | -1.1% | 0.4
38 | O=C(CCCn1c(=S)[nH]c2ccsc2c1=O)Nc1ccc(F)cc1 | i | 9.8% | 1.9
54 | C[C@H]1CN(S(=O)(=O)C(C)(C)C)[C@H](CCO)/C1=C\c1ccccc1 | i | 3.7% | 0.7
4 | CC(C)(C)S(=O)N1Cc2cc(CO)ccc2[C@@H]1CCO (stereo partly specified) | i | 2.3% | 0.3
22 | CC(C)(C)c1ccc(C(=O)C2CC2)cc1 | i | 10.5% | 0.3
35 | OCCCNc1ncnc2[nH]ncc12 | i | -3.2% | 1.0

Next compounds follow.
item | molecule | Myeloid diff MLP | Rac1 GTP hydrolysis | Myeloid diff MLP GFP+ MAC1+ %
61 | C[C@H](CO)N1C[C@H](C)[C@H](CN(C)S(=O)(=O)c2ccc(F)cc2)Oc2ncc(Br)cc2C1=O | i | -9.9% | 0.4
62 | O=C(CSc1nc(=O)n2cc(Cl)ccc2n1)Nc1cccc2ccccc12 | i | -1.0% | 1.4
63 | C#CCN(C[C@@H]1[C@@H](OC(=O)NCc2ccccc2F)[C@@H](OC(=O)NCc2ccccc2F)Cn2c(=O)ccc(=O)n21)S(=O)(=O)c1ccc(C)cc1 | ? | 10.2% | ·
64 | CCOc1ncccc1C(=O)Nc1ccc2c(c1)OCCCO2 | i | 4.5% | 0.6
65 | NC(c1ccncc1)c1ccc(Cl)cc1 (stereo unspecified) | i | 13.9% | 1.0
66 | O=C(COC(=O)/C=C/c1ccccc1[N+](=O)[O-])NNC(=O)c1ccc(F)cc1 | i | 8.2% | 1.1
67 | CCCCn1cnc2c(SCc3ccc(Br)cc3)nc(N)nc21 | i | 3.9% | 0.7
68 | Cn1cc(Cc2ccccc2)c(=O)c(Cc2ccccc2)c1 | i | -0.2% | 1.0
69 | CCC(=O)N(C)C[C@H]1Oc2cc(Br)ccc2S(=O)(=O)N([C@@H](C)CO)C[C@H]1C | i | 12.1% | 0.7
70 | O=c1[nH]cnc2c1ncn2-c1ccc(Cl)cc1 | i | 6.0% | 0.3
71 | CC(C)(C)OC(=O)N(Cc1ccccc1)Cc1ccccc1OCc1cccc(NC(=O)c2ccccc2)c1 | i | 9.3% | 0.3
72 | O=[N+]([O-])c1ccc(NN=C2CCCCC2)c([N+](=O)[O-])c1 | i | 7.6% | 1.4
73 | COc1ccc(-c2ccc(-c3cc(=O)oc4cc(OC)c(OC)c(OC)c34)cc2)cc1OC | i | 8.4% | 0.9
74 | O=C(COC(=O)c1cncc(Br)c1)Nc1ccc(F)c(F)c1F | i | 8.2% | 1.1
75 | CC(NCC(=O)Nc1ccccc1C(=O)NC1CC1)c1ccco1 (stereo unspecified) | i | 4.6% | 1.1
76 | CC(=O)Oc1ccc(OC(C)=O)c2c1C1C=CC2CC1 | i | 4.7% | 3.5
77 | COC(=O)c1ccc(CNC(=O)Cn2cnc3c(NCc4ccccc4)ncnc32)cc1 | i | -1.1% | 0.7
78 | O=C(COC(=O)c1cc(S(=O)(=O)N2CCOCC2)ccc1Cl)Nc1ccccc1Cl | i | 2.7% | 1.1
79 | CS(=O)(=O)N(CC(=O)N1CCCC1)c1cccc(C(F)(F)F)c1 | i | 5.8% | 0.6
80 | Cc1nn2c(=O)[nH]cnc2c1Cl | i | -4.3% | 0.6

Only part of the results is shown; count on the stated rates, not on these rows.
